Source: PubChem BioAssay
S1P4 agonist – agonists of human S1P4 receptor; O95977; S1P4-expressing cell line, agonist reporter assay; activation, % at 4.98 µM; 220,000 compounds, 0.35% hits; in the data active = activation above about 11%;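 note: 0% = DMSO vehicle and 100% = reference agonist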
BaF3 tox – counter-screen for JAK2V617F inhibitors: parental Ba/F3 viability inhibitors. CellTiter-Glo ATP luminescence. inhibition, % at 5.6 µM. 220,000 compounds, 1.1% hits;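 active = inhibition above a per-campaign cutoff, the mean inhibition of all tested compounds plus 3 SD, cut at about 27% in these data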;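 note: 0% = DMSO wells and 100% = JAK Inhibitor I control wells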
NPY Y1 blocker – NPY-Y1 (human) receptor antagonism; P25929; HEK293-CNG Y1 cells, membrane potential fluorescence; NPY at EC95, then isoproterenol; inhibition, % at 3.6 µM; 200,000 compounds, 1% hits;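 active = inhibition above the campaign mean inhibition of all tested compounds plus 3 SD, cut at about 20% in these data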;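 note: 0% = DMSO wells given NPY plus isoproterenol and 100% = isoproterenol alone without NPY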
Target sequence (P25929 whole entry, looked up): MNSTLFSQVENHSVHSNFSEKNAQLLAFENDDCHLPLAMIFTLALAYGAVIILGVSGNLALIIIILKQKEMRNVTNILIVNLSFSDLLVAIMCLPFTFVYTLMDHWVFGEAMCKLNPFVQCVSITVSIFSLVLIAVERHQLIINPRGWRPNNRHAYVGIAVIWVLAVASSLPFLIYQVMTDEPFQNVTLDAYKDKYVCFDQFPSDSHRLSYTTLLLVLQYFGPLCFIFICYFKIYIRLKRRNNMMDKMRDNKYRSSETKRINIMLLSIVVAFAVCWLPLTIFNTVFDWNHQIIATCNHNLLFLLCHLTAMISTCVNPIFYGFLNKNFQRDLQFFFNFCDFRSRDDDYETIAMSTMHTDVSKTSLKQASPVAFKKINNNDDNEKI
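Material: HEK293 cells co-expressing NPY Y1 receptor and cyclic-nucleotide gated channel. Timing: compound incubation 1 h at room temperature, readout 45 min post-stimulation. Signal: fluorescence, membrane potential probe.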
p47phox inh – inhibitors of human p47phox binding. 220,000 compounds, 0.53% hits. p47phox/p22phox peptide binding, fluorescence polarization, 2 h. inhibition, % at 24.7 µM. P14598;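 active = inhibition above about 30%, limit read from the data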;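 note: 0% = p47phox with labelled peptide and 100% = labelled peptide alone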
Target sequence (P14598 whole entry, looked up): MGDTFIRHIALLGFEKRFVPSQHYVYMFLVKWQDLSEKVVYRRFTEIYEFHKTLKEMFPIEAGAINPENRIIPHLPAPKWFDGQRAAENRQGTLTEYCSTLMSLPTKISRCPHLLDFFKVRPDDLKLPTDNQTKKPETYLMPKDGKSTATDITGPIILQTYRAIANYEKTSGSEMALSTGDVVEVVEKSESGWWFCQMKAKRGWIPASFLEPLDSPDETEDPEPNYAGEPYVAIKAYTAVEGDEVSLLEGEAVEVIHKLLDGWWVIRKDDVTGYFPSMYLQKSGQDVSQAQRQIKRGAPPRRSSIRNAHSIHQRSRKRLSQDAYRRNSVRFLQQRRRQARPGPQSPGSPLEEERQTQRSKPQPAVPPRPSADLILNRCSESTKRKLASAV
Ba/F3 V617F tox – reduce viability of Ba/F3 cells dependent on JAK2V617F. Ba/F3 EpoR-JAK2V617F viability, ATP luminescence. inhibition, % at 5.6 µM. 220,000 compounds, 1.1% hits;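 active = inhibition above the campaign mean plus 3 SD over all tested compounds, cut at about 24% in these data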;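 note: cytokine-independent growth of Ba/F3 cells driven by EpoR plus mutant JAK2; 0% = DMSO-treated cells and 100% = JAK inhibitor I control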
NPY-Y2 PAM-ag – potentiators or agonists of human neuropeptide Y receptor Y2 | activation, % at 3.6 µM | 220,000 compounds, 0.45% hits | P49146 | cells expressing NPY-Y2, potentiator/agonist read-out; in the data active = activation above about 27%;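 note: cells stimulated with NPY near EC25 plus isoproterenol at EC100; 0% = vehicle plus submaximal agonist and 100% = vehicle plus saturating agonist; some results beyond the cut were filed as inactive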
CHOP inh – CHOP inhibition in unfolded protein response. inhibition, % at 10 µM. 220,000 compounds, 3.8% hits. CHO-K1 CHOP-promoter luciferase, tunicamycin-induced, 15-18 h;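 active = compounds that reduced the stress-induced luciferase reporter signal by more than about 70% of percent inhibition, limit read from the data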;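 note: 0% = tunicamycin plus vehicle and 100% = wells without tunicamycin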
NPY-Y1 PAM-ag – potentiators or agonists of human neuropeptide Y receptor Y1 | AID 1304 | activation, % at 3.6 µM | P25929 | NPY-Y1 expressing cells, potentiator/agonist activation | 220,000 compounds, 0.37% hits; in the data active = activation above about 33%, passing the limit was not always enough;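 note: cells stimulated with NPY at EC10 then isoproterenol at EC100; 0% = low agonist plus stimulus and 100% = saturating agonist plus stimulus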
S1P4 antag – antagonists of human S1P4 receptor. S1P4-expressing cells, antagonist mode, reporter read-out. inhibition, % at 4.98 µM. 220,000 compounds, 0.26% hits; in the data active = inhibition above about 29%;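 note: 0% = wells stimulated with agonist and 100% = vehicle wells without agonist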
An asterisk follows results filed as active; x = not tested or not shown.

SMILES	S1P4 agonist	BaF3 tox	NPY Y1 blocker	p47phox inh	Ba/F3 V617F tox	NPY-Y2 PAM-ag	CHOP inh	NPY-Y1 PAM-ag	S1P4 antag
O=C(O)c1c(C(=O)N2N=C3/C(=C/c4ccccc4)CCCC3C2c2ccccc2)cccc1[N+](=O)[O-] (stereo not given)	2.1	1	9	-12	-2	-2	-8	-6	-7
CCCNS(=O)(=O)c1ccc(OCC(=O)N2CCC(C(=O)OCC)CC2)cc1	0.5	0	7	-2	-4	11	-2	-2	-24
CCN(CC)Cc1cc(NC2=NS(=O)(=O)c3ccccc32)ccc1OC(=O)C(C)C	1.9	2	0	-16	-3	-6	25	7	1
C#CCOCCOCCOCCNc1nc(N2CCN(C(=O)[C@H](C)n3cc(CCCN=C(N)N)nn3)CC2)nc(N2CCN(C(=O)[C@H](Cc3ccc(O)cc3)n3cc(CCO)nn3)CC2)n1	1.4	0	-6	13	-5	1	4	-5	-13
CCCCOc1ccc(C(C)(O)CCN2CCOCC2)cc1 (stereo not given)	0.7	11	0	-16	-3	12	19	0	-19
Cc1cc(C)cc(C(=O)OCC(=O)NCC(F)(F)F)c1	-0.1	9	12	2	8	-3	26	-3	-17
COC(=O)c1[nH]c2ccc(C)cc2c1NC(=O)Oc1ccccc1	-0.5	1	-2	-3	-1	2	18	-6	-3
COC(=O)c1c(C#N)c(N)nc2c1CCCC2	1.0	-1	-7	-6	-6	5	5	-9	-5
CCOCCCNC(=O)Cn1ncc2c(=O)oc3ccccc3c21	0.7	0	4	-4	-3	10	-1	0	-7
COc1ccc2c(c1)O[C@@H](c1cccc(C(F)(F)F)c1)[C@H](O)C2=O	1.1	5	1	-8	2	-10	-5	-12	8
Cc1ncoc1C(=O)NCCC(c1ccccc1)c1ccccc1	-1.8	9	5	-6	6	-7	7	-7	-7
CCOc1cccc(/C=C/C(=O)O)c1	0.0	6	9	7	-2	-1	7	-1	-8
c1ccc(-n2c3ccccc3c3ccccc32)cc1	0.1	0	x	-3	-6	-20	23	-31	-13
O=S(=O)(c1ccc(S(=O)(=O)N2CCN(C/C=C/c3ccccc3)CC2)cc1)N1CCCC1	2.6	1	-2	3	1	9	87*	10	-8
CN(NC1CC(=O)N(c2ccccc2)C1=O)c1ccccc1 (stereo not given)	0.1	7	-1	-8	1	1	-5	7	2
CCCCOC(=O)c1ccc(NC(C)=O)cc1	-0.1	4	-9	-11	5	8	62	6	1
CCO[C@@H]1OC(C(=O)NCc2ccccc2)=C[C@H](c2ccc(C(F)(F)F)cc2)[C@H]1CCCO	0.4	3	-4	6	-2	13	-10	16	4
COc1cc(C(=O)NC(C(=O)Nc2cccc(C(C)=O)c2)C(C)C)cc(OC)c1OC (stereo not given)	1.4	4	7	-4	-4	-1	19	5	-13
COc1ccc(CS(=O)(=O)CC2(O)CCN(C(=O)c3cccc(C(F)(F)F)c3)CC2)cc1	0.4	2	7	8	3	-1	3	-17	-10
CCC1Oc2ccccc2N(CC(=O)NCCCN2CCCCC2C)C1=O (stereo not given)	-0.1	4	2	-16	-2	9	-3	10	-1
O=P(c1ccccc1)(c1ccccc1)c1nc(-c2ccccc2)oc1NCc1ccccc1	-0.7	2	1	-10	-2	10	24	-6	7
O=C(CSc1n[nH]c(=O)[nH]c1=O)NC1CCCCC1	-0.6	-5	x	-1	-5	6	8	34	-15
O=c1[nH]c(-c2cccs2)nc2ccccc12	2.7	2	-2	12	1	-2	19	-6	-16
COc1ccc(N2CCN(C(CNC(=O)C(C)(C)C)c3ccco3)CC2)cc1 (stereo not given)	-0.7	6	-1	-12	-3	8	31	14	9
COc1ccc(-c2cnnc(N/N=C/c3ccc(O)cc3)n2)cc1	-0.3	-3	6	-62	-2	7	81*	16	1
COc1ccc(N2CCN(S(=O)(=O)c3ccc(Br)s3)CC2)cc1	1.8	2	1	-5	-3	3	39	-4	-6
COc1ccc(NC(=S)N2CCC(N(C)CCN3CCOCC3)CC2)cc1Cl	1.8	7	4	-10	3	5	-7	4	1
CC1(CC(=O)O)SC(=O)NC1=O (stereo not given)	0.9	1	4	9	0	4	-10	6	-5
Cc1c(NC(=O)CSc2ncn[nH]2)c(=O)n(-c2ccccc2)n1C	0.8	4	6	11	1	-11	13	-19	-12
Cc1cc(C)c(C(=O)COC(=O)c2ccc(NC(=O)CC#N)cc2)cc1C	2.2	-1	x	-55	-4	13	12	22	-18
Nc1c(C(=O)c2ccccc2)sc2c1c(=O)[nH]c(=O)n2-c1ccccc1	0.3	6	-1	-18	2	-2	-20	-11	-5
Cc1cc(C)c(C(=O)/C=C/c2ccc(C(C)C)cc2)c(=O)[nH]1	0.4	2	1	-12	2	-5	27	-7	16
O=C1CC(=O)N(CCc2ccccc2)C(=O)N1CCc1ccccc1	0.9	5	3	-12	1	0	21	16	-7
NC(CSS(=O)(=O)O)=NCCC12CC3CC(CC(O)(C3)C1)C2	0.5	1	3	2	-4	2	3	16	-23
COc1ccc(C2(C(=O)NCCN3CCOCC3)CCOCC2)cc1	0.1	-1	-1	-18	0	8	24	-10	0
COc1cccc(C2C(C#N)=C(N)OC(C(C)(C)C)=C2C#N)c1 (stereo not given)	-0.6	0	-7	-1	-1	-10	23	-11	-14
Cc1ccccc1Nc1nc(Nc2ccccc2C)nc(SC2=NCCS2)n1	-1.3	6	7	-5	1	-25	57	-20	2
CCOc1ccc(Nc2nc(N)nc(CN3CCN(c4ccccc4F)CC3)n2)cc1	1.6	3	-3	-1	5	12	48	-20	-12
CCN(CC)CC#CC(C)OCOCC#CCOC (stereo not given)	-0.7	4	-2	-6	0	-8	20	5	-7
O=[N+]([O-])c1ccc(-n2nncc2-c2ccc(Cl)cc2)cc1	-1.2	1	6	-4	-1	2	32	-11	-16
N#CCCN(C(=O)CSc1nc2nc(-c3cccs3)cc(C(F)(F)F)c2c(=O)[nH]1)c1ccccc1	1.2	0	x	-25	-1	2	33	33	11
Cc1cccc(NC(=O)CSc2nc3ccc(N4C(=O)c5ccccc5C4=O)cc3s2)c1C	0.7	-1	2	2	-2	11	25	3	5
O=C(Nc1ccc(Cc2ccncc2)cc1)c1cccs1	0.0	7	-8	-11	1	-14	-5	4	-2
CCN(CC)Cc1c(O)c(Cl)cc2c3c(c(=O)oc12)CCCC3	1.3	5	-4	-9	2	-7	3	-6	-27
Cn1c(=O)n(-c2cccc(Cl)c2)c(=O)n1C	-0.1	0	0	0	-2	4	-18	-3	1
CCn1c(SCC(=O)N2CCCC2)nc2ccccc21	-0.6	8	5	2	2	-2	-10	5	5
COCC1CCCCN1Cc1cn[nH]c1-c1ccc(OC)cc1OC (stereo not given)	2.5	3	-1	-7	2	-1	5	-2	-10
CSC1=NC(=O)/C(=C/c2ccc(SC)cc2)S1	-0.2	1	0	8	1	-16	61	-22	-12
COc1cc(C(=O)n2nc(C)cc2C)cc(OC)c1OC	0.0	0	4	-10	-3	-2	-5	-2	-3
Cc1ccc(-c2c(C(=O)N3CCOCC3)oc(=O)c3ccccc23)cc1	-0.8	2	10	-10	2	-10	21	-13	-4
c1cnc2ncc3sccc3c2c1	-2.0	0	-6	-4	-4	4	1	-14	-16
Clc1ccc(COc2ccccc2CNCc2cccnc2)cc1	-0.2	0	9	-17	-4	-17	25	-8	-14
CCOC(=O)/C=C/C(=O)Nc1ccc(Oc2ccccc2)cc1	-0.9	10	-10	-14	-1	6	51	39*	18
CC(C)CCn1c(CN2CCN(C(=O)c3ccco3)CC2)nc2c1c(=O)n(C)c(=O)n2C	-0.4	9	3	-5	-1	-2	5	-10	-3
O=c1onc(-c2cccnc2)n1-c1ccccc1F	-0.7	-4	x	-8	-2	-4	5	-10	1
CC(C)(C)OC(=O)NCCCCCC(=O)N/N=C/c1coc2ccccc2c1=O	1.5	-3	x	-9	1	0	54	-13	-8
CCCCc1nc2n[nH]c(N)c2c2c1CSC(C)(C)C2	1.6	0	3	-9	-4	2	28	-12	0
O=C(CN1CCN(Cc2ccc(Cl)cc2)CC1)N/N=C/c1cccs1	0.2	1	x	2	-1	6	16	-10	-2
Nc1cc(N)nc(SCC(=O)c2ccccc2)n1	0.2	2	5	-7	0	-5	-3	-16	4
Brc1ccc(-c2cnc3n2CCCC3)cc1	1.2	-1	11	-17	-4	11	-12	-30	1
Other entries:
SMILES	S1P4 agonist	BaF3 tox	NPY Y1 blocker	p47phox inh	Ba/F3 V617F tox	NPY-Y2 PAM-ag	CHOP inh	NPY-Y1 PAM-ag	S1P4 antag
CC(=O)CSc1nnc(Cc2ccc3c(c2)OCO3)o1	-1.8	1	9	-19	-3	-6	1	-11	-9
CCOCCCNC(=O)c1cn(C)c2ccc(S(=O)(=O)N(C)C3CCCCC3)cc2c1=O	0.2	6	-1	-2	-1	5	10	2	-2
CCOc1cc(/C=N/NC(=O)c2ccncc2)cc(Cl)c1OS(C)(=O)=O	2.6	8	-4	9	0	-8	-40	2	-10
Cc1c2c(nc3ccccc13)OCC2	-0.5	2	1	-9	-1	-2	3	-10	7
CCC(C)(C(=O)NC1CCCCC1)N(C(=O)c1ccccn1)c1ccc(C)cc1 (stereo not given)	1.4	0	2	-6	0	9	23	-13	-15
Cc1sc(NC(=O)c2ccco2)c(C(c2cccnc2)N2CCN(C)CC2)c1C (stereo not given)	-3.7	5	-4	-2	-3	0	12	20	-5
CCc1ccc(CCC(=O)Nc2ccc(S(N)(=O)=O)cc2)o1	1.6	1	-1	-13	-1	5	24	-20	-30
Cc1ccc(C(=O)NC(=S)Nc2ccc(NC(=O)c3cccs3)cc2)cc1[N+](=O)[O-]	0.8	7	-2	-38	3	7	19	3	-11
CCOC(=O)N1CCN(c2nc3ccccc3n3cnnc23)CC1	-1.1	-3	x	-3	0	-14	-14	0	22
CC(C)(C)NC(=O)C[n+]1ccc(C(N)=O)cc1	2.9	5	2	-2	1	2	11	3	-1
COc1cc(C2CC(=O)Nc3ccccc3S2)cc(OC)c1OC (stereo not given)	-0.9	2	-1	-6	-4	5	21	14	3
O=C(COC(=O)CNC(=O)c1ccc(-c2ccccc2)cc1)NCc1ccco1	0.2	6	5	-10	1	-15	1	4	3
Cc1cc(F)ccc1NC(=O)C(C)n1c2ccccc2c2nc(=O)cc(C)n21 (stereo not given)	-2.7	0	x	-10	-2	-2	-3	-6	-8
CCOc1ccc(Nc2ncnc3c2cnn3Cc2ccccc2)cc1	-6.1	0	-2	-1	0	-12	26	14	-14
CS(=O)(=O)Nc1cccc(C2=NN(S(=O)(=O)c3ccccc3)C(c3ccco3)C2)c1 (stereo not given)	0.2	5	12	-17	1	1	7	2	-6
CC(=O)c1cccc(NC(=O)COC(=O)[C@@H](NC(=O)OCc2ccccc2)C(C)C)c1	-1.5	3	-1	-12	2	19	3	7	-11
CCCN1C(=S)SC(C)(C)C1/[N+]([O-])=C/c1cccnc1 (stereo not given)	1.6	4	2	-13	2	12	-28	1	-5
CC/C(=N\O)c1ccc(OC)c(OC)c1	0.9	0	-6	7	-4	10	-2	-8	-18
COc1ccc(CCNC(=O)CSCc2ccc([N+](=O)[O-])cc2)cc1	-2.1	4	14	-1	2	-19	13	-15	-17

The order is random. Share with any hit: about 7.1%.
